Screening results as filed in PubChem.
BLM helicase inh: inhibitors of human Bloom syndrome helicase BLM; P54132; recombinant BLM DNA unwinding, fluorescence dequenching; Potency, µM (series often up to 56.1 µM), for inactives: at the highest dose activity change, negative = inhibition, most hits filed as inhibitors; 0.2% of 350,000 active;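 further: plate controls were vehicle for no effect and no enzyme for full effect; nearly all actives have a fitted effect of over 35% in size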
POLH inh: DNA polymerase eta (human) inhibition; Potency, µM (highest dose often 114 µM), for the others: at the highest dose activity change, negative = inhibition, hits mostly inhibitors; recombinant Pol eta, fluorescent DNA replication assay; 1.2% of 390,000 active; further: on the % scale 0 is the no-effect control and ±100 the full control effect
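Pol eta at 10 nM preincubated with compounds 15 min at room temperature; reaction started with fluorescent substrate (50 nM final) and read kinetically at 0 and 10 min.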
G9a inh: blocks human histone lysine methyltransferase G9a; 8.8% of 350,000 active; Potency, µM (highest dose often 102 µM), inactives show top-dose activity, negative = inhibition, usual class: inhibitors; G9a H3K9 monomethylation, AlphaScreen, 2 h; AID 504332; further: on the % scale 0 is the no-effect control and ±100 the full control effect; nearly all actives have a fitted effect of over 75% in size
Target sequence (Q96KQ7 913-1193 limits assumed): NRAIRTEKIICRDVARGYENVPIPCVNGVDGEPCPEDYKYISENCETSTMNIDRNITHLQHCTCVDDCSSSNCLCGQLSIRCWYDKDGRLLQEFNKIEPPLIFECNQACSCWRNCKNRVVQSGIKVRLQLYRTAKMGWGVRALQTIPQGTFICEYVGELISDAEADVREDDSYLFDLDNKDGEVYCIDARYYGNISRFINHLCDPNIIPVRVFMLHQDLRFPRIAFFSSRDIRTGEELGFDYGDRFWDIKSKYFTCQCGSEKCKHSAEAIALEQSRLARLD
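Step 1: enzyme (final 20 nM) with compound, 15 min RT. Step 2: substrate peptide 500 nM and SAM 20 uM, 2 h RT. Step 3: anti-H3K9me1 antibody and AlphaScreen beads, 10 min, then plate read.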
BAZ2B inh: BAZ2B (human) inhibition | AlphaScreen BAZ2B-H3K14Ac peptide displacement | Potency, µM (titrated, usually from 114 µM), for inactives: at the top dose activity change, negative = inhibition, hits mostly inhibitors | 4.4% of 360,000 active | AID 504333; further: on the % scale 0 is the no-effect control and ±100 the full control effect; nearly all actives have a fitted effect of over 60% in size
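Compounds, titrated to a top concentration of 110 uM, were incubated 30 min at room temperature with preformed BAZ2B/acetyl-K14 H3 peptide complex (50 nM each). Proximity signal was measured by AlphaScreen after 20 min with beads.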
Pol kappa inh: DNA polymerase kappa (human) inhibition; 0.53% of 400,000 active; purified Pol kappa, fluorescent DNA synthesis assay, 10 min; Potency, µM (highest dose often 107 µM), inactives show top-dose activity, negative = inhibition, usual class: inhibitors; AID 588579; further: on the % scale 0 is the no-effect control and ±100 the full control effect
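Activity was followed as the change in fluorescence between reads at 0 and 10 min after starting the reaction with 50 nM substrate. Beforehand, 10 nM polymerase had been preincubated with compound for 15 min at room temperature.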
POLB inh: inhibitors of human DNA polymerase beta. Pol beta primer extension/strand displacement, fluorescence kinetic. P06746. Potency, µM (titrated, usually from 114 µM), without a hit: top-dose activity change, negative = inhibition, most hits filed as inhibitors. 1.3% of 340,000 active; further: on the % scale 0 is the no-effect control and ±100 the full control effect
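Human Pol beta at 10 nM; strand-displacement substrate 50 nM final. Compound exposure 15 min at room temperature before start, reaction 10 min at room temperature.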
Pol iota inh: blocks human DNA polymerase iota activity | AID 588590 | Q9UNA4 | 1% of 390,000 active | Potency, µM (titrated, usually from 115 µM), inactives show at the top dose activity, negative = inhibition, hits mostly inhibitors | Pol iota fluorescent replication assay, 10 min
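Fluorescent replication assay read twice, at 0 min and 10 min after adding 50 nM (final) substrate. Enzyme (10 nM) and compounds were first incubated 15 min at room temperature; enzyme-free buffer wells were negative controls.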
APEX1 inh: inhibitors of human APE1 endonuclease | recombinant APE1, TAMRA/BHQ-2 abasic DNA cleavage fluorescence | 0.35% of 350,000 active | P27695 | Potency, µM (top dose mostly 65.8 µM), for inactives: top-dose activity change, negative = inhibition, hits mostly inhibitors | AID 2517;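 further: plate controls were vehicle for no effect and reference inhibitor for full effect; nearly all actives have a fitted effect of over 55% in size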
Target sequence (P27695 whole entry, looked up): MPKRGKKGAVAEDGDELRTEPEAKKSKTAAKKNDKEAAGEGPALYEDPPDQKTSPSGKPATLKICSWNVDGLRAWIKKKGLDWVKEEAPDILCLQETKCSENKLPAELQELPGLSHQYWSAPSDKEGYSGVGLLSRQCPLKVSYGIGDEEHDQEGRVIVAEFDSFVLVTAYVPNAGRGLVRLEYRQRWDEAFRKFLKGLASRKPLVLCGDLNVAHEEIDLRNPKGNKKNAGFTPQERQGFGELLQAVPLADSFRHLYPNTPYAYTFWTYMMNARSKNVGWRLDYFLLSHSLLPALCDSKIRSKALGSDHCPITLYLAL
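Measures dequenching upon AP-site incision of a 5'-TAMRA/3'-BHQ-2 THF-containing duplex, 50 nM; human APE1 0.75 nM after 15 min room-temperature exposure to compound; kinetic three-point read at one-minute spacing.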
Apoferritin bind: candidate novel general anesthetic via apoferritin binding. Potency, µM (top dose mostly 77.5 µM), without a hit: top-dose activity change, negative = displacement, hits mostly inhibitors. P02791. apoferritin/1-aminoanthracene competitive binding, fluorescence. 0.074% of 350,000 active; further: on the % scale 0 is the no-effect control and ±100 the full control effect; nearly all actives have a fitted effect of over 20% in size
Target sequence (P02791 2-175 limits assumed): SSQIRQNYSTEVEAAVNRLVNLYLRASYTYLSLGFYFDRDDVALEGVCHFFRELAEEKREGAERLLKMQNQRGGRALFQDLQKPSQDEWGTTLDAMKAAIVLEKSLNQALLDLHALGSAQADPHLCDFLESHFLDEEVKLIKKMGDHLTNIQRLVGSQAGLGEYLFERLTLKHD
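In PBS, apoferritin at 10 uM is loaded with 1-AMA from a 50% saturated solution. After 10 min of compound exposure at ambient temperature, reduced 535 nm fluorescence indicates probe displacement.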
The depositor's hits bear a star; ? = inconclusive; nt = no result given; & = joins results of further samples; [ ] = dose if it differs, or a comment. The call rests on the fitted dose curve; in most records, active means well fitted curve in the direction sought with a large enough effect; inconclusive means small, poorly fitted or top-dose-only effect, or another doubt; inactive means no such curve, though single readings can be large; an effect the other way counts as inactive or inconclusive. Potency means the concentration at half of the fitted maximal effect. A portion of the library. The share of hits here may be higher or lower than overall.

cpd	Structure	BLM helicase inh	POLH inh	G9a inh	BAZ2B inh	Pol kappa inh
1	COc1ccc(NC(=O)c2cc(S(=O)(=O)NCCC3=CCCCC3)ccc2F)cc1	1%	-25%	-1%[59 µM]	-2%	0%[60.1 µM]
2	COc1ccc(N(CC(=O)N2c3ccccc3CC2C)S(=O)(=O)c2c(C)noc2C)cc1 (stereo unspecified)	-15%	?	7%[12.7 µM]	-6%	-12%
3	O=C(NN1C(=O)C2C3C=CC(C3)C2C1=O)c1ccco1 (stereo unspecified)	-10%	-4%	13µM*	-5%	-14%
4	CCCOC(=O)CN1C(=O)c2ccc(C(=O)OCCC)cc2C1=O	-1%	-15%	10%[59 µM]	-4%	-9%
5	CCc1ccc(-n2c(=O)c3c4c(sc3n(CC(=O)c3ccc(Br)cc3)c2=O)CCC4)cc1	-4%	-5%	-31%[59 µM]	-5%	-31%
6	CCN1CCN(C(=O)c2ccc(CS(=O)(=O)Cc3ccccc3F)o2)CC1	0%	11%	-48%[59 µM]	-5%	0%
7	Cc1ccc(C(c2c(C)[nH][nH]c2=O)c2c(C)[nH][nH]c2=O)cc1[N+](=O)[O-]	3%	-3%	?	-3%	-7%
8	CCOC(=O)N1CCN(C(=O)c2cc(COc3c(F)cccc3F)on2)CC1	1%	-14%	62%[activator]	1%	-3%

cpd	POLB inh	Pol iota inh	APEX1 inh	Apoferritin bind
1	-10%	-3%	nt	?
2	2%	-11%	8%	5%
3	49%	8%	19%	-10%
4	29%	-16%	-4%	?
5	-4%	-18%	nt	-13%
6	-1%	18%	-2%	-17%
7	13%	?	12%	-5%
8	22%	0%	47%	-15%

New compounds follow.
cpd	Structure	BLM helicase inh	POLH inh	G9a inh	BAZ2B inh	Pol kappa inh
9	CCOc1ccc(CCNC(=O)c2cn(C)c3ccc(S(=O)(=O)N4CCOCC4)cc3c2=O)cc1OCC	0%&-3%	-14%&-14%	4%	-36%	1%&-3%
10	CCCOc1ccc(C2c3c(-c4ccccc4O)n[nH]c3C(=O)N2CCCOCC)cc1OCC (stereo unspecified)	-13%	-12%	-20%[59 µM]	-3%	-14%
11	C=CCOC(=O)C(C#N)c1nc2ccccc2nc1N1CCN(Cc2ccc3c(c2)OCO3)CC1 (stereo unspecified)	-6%	-12%	-40%[2.33 µM]	?	-7%
12	Cn1c(N)c(C(=O)COC(=O)[C@@H]2CCCN2S(=O)(=O)c2ccc(Cl)cc2)c(=O)n(C)c1=O	-3%	-20%	-35%	1%	-5%
13	Cc1cccc(C(=O)N[C@H](C(=O)Nc2ccc(S(=O)(=O)NC3=NCCCCC3)cc2)C(C)C)c1	-8%	-23%	?	-27%	-7%
14	CCN(CC(=O)Nc1c(F)cccc1F)C(=O)c1cccc(S(=O)(=O)N2CCN(c3ccccc3)CC2)c1	-9%	-4%	7%	-23%	-12%
15	COc1ccccc1CNS(=O)(=O)c1ccc(F)c(C(=O)Nc2cc(Cl)ccc2OC)c1	-8%	-16%	4%[59 µM]	2%	0%[60.1 µM]
16	CC(C)c1cc(CNC(=O)CCc2nnc(CCCc3ccccc3)o2)on1	-1%	-2%	10%	1%	-1%

cpd	POLB inh	Pol iota inh	APEX1 inh	Apoferritin bind
9	-1%&27%	-13%&1%	17%	?
10	8%	-16%	nt	-3%
11	20%	8%	6%	-5%
12	?	41%[activator]	-5%	-16%
13	-1%	167%[activator]	-3%	-6%
14	6%	14%	3%	-6%
15	-3%	-18%	nt	-5%
16	4%	7%	-2%	-13%

Additional records:
cpd	Structure	BLM helicase inh	POLH inh	G9a inh	BAZ2B inh	Pol kappa inh
17	O=c1[nH]cc(NCCNc2ncc(C(F)(F)F)cc2Cl)c(=O)[nH]1	-7%	-6%	?	-33%	1%
18	COc1ccc(OC)c(S(=O)(=O)n2ccc(C)n2)c1	4%	1%	8%[59 µM]	4%	12%
19	CCCN(C(=O)C(NC(=O)c1ccccc1)C(C)C)c1c(N)n(Cc2ccccc2)c(=O)[nH]c1=O (stereo unspecified)	nt	-12%	-7%[2.33 µM]	4%	-15%
20	Cc1cccc(NC(=S)NC2CC3CCCC(C2)N3CC(C)C)c1 (stereo unspecified)	0%	-13%	-49%[59 µM]	-3%	4%
21	NS(=O)(=O)c1ccc(CCNS(=O)(=O)c2cccc(C(=O)O)c2)cc1	-1%	15%	4%[59 µM]	26%	-10%
22	Cc1ccc2c(c1)cc(C(=O)Nc1ccc(F)cc1F)n2C	-1%	-12%	13%[59 µM]	-24%	2%
23	Cc1cccnc1NC(=O)Nc1cccc2ccccc12	-3%	-9%	7.1µM*	-2%	-13%
24	CC1(C)C(O)CC[C@]2(C)C1CC[C@@]1(C)C2C(=O)C=C2[C@@H]3C[C@@](C)(C(=O)O)CC[C@@]3(C)CCC21C (stereo partly specified)	-9%	nt	-1%[2.33 µM]	nt	-6%[60.1 µM]

cpd	POLB inh	Pol iota inh	APEX1 inh	Apoferritin bind
17	-26%	24%	-2%	?
18	45%	12%	-10%	-7%
19	nt	30%[activator]	13%	nt
20	1%	15%	1%	-16%
21	-13%	15%	4%	-4%
22	-5%	40%[activator]	nt	8%
23	-1%	4%	1%	12%
24	nt	nt	-2%	-11%

Among those listed so far, these contain a COOH group.
cpd	Structure	BLM helicase inh	POLH inh	G9a inh	BAZ2B inh	Pol kappa inh
21	NS(=O)(=O)c1ccc(CCNS(=O)(=O)c2cccc(C(=O)O)c2)cc1	-1%	15%	4%[59 µM]	26%	-10%
24	CC1(C)C(O)CC[C@]2(C)C1CC[C@@]1(C)C2C(=O)C=C2[C@@H]3C[C@@](C)(C(=O)O)CC[C@@]3(C)CCC21C (stereo partly specified)	-9%	nt	-1%[2.33 µM]	nt	-6%[60.1 µM]

cpd	POLB inh	Pol iota inh	APEX1 inh	Apoferritin bind
21	-13%	15%	4%	-4%
24	nt	nt	-2%	-11%

Other structures follow.
cpd	Structure	BLM helicase inh	POLH inh	G9a inh	BAZ2B inh	Pol kappa inh
25	CS(=O)(=O)N(Cc1nnc(-c2cccs2)o1)c1ccc(Cl)cc1F	-3%	-6%	-50%	-15%	5%
26	Cc1ccc(C)c(NC(=O)Cn2cc(S(=O)(=O)N3CCCC3)c(S(=O)(=O)N3CCCC3)c2)c1	-1%	-17%	-9%[59 µM]	-7%[57.1 µM]	0%
27	Cc1ccc(Sc2ccc(/C=N/O)cc2[N+](=O)[O-])cc1	-12%	-12%	?	?	-24%
28	COc1ccc(NC(=O)NNC(=O)COc2ccc3ccccc3c2)cc1	-6%	-13%	nt	-6%	-11%
29	COc1cccc(C(=O)Nc2cc(-c3ccccc3)no2)c1	-5%	-6%	11%[59 µM]	3%	9%
30	CCOc1ccc(CNC(=O)CSc2cc(=O)n(CC)c3ccccc23)cc1	-3%	-14%	-1%[59 µM]	-4%	-9%
31	Cc1cccc(C(=O)N(Cc2ccco2)c2c(N)n(Cc3ccccc3)c(=O)[nH]c2=O)c1	nt	-9%	13%[12.7 µM]	0%	3%
32	CCC(=O)N(CCC1(C(C)C)CCOC(C)(C)C1)Cc1ccco1 (stereo unspecified)	-1%	-8%	-48%	3%	-11%

cpd	POLB inh	Pol iota inh	APEX1 inh	Apoferritin bind
25	-16%	?	-3%	-21%
26	29%	30%	nt	-6%
27	34%	?	2%	?
28	9%	7%	3%	-1%
29	7%	-6%	nt	-4%
30	3%	26%	nt	-3%
31	nt	31%[activator]	7%	nt
32	-1%	12%	-1%	2%

Sorted by SMILES length (largest number first): some entries from above.
cpd	Structure	BLM helicase inh	POLH inh	G9a inh	BAZ2B inh	Pol kappa inh
30	CCOc1ccc(CNC(=O)CSc2cc(=O)n(CC)c3ccccc23)cc1	-3%	-14%	-1%[59 µM]	-4%	-9%
28	COc1ccc(NC(=O)NNC(=O)COc2ccc3ccccc3c2)cc1	-6%	-13%	nt	-6%	-11%
27	Cc1ccc(Sc2ccc(/C=N/O)cc2[N+](=O)[O-])cc1	-12%	-12%	?	?	-24%
29	COc1cccc(C(=O)Nc2cc(-c3ccccc3)no2)c1	-5%	-6%	11%[59 µM]	3%	9%

cpd	POLB inh	Pol iota inh	APEX1 inh	Apoferritin bind
30	3%	26%	nt	-3%
28	9%	7%	3%	-1%
27	34%	?	2%	?
29	7%	-6%	nt	-4%

Further records
cpd	Structure	BLM helicase inh	POLH inh	G9a inh	BAZ2B inh	Pol kappa inh
33	COCCNC(=O)c1cccc(OC2CCN(C(C)COc3ccccc3)CC2)c1 (stereo unspecified)	0%	-8%	-8%	7%	4%
34	Cc1ccc2cc3c(NC(=O)c4ccco4)nn(C)c3nc2c1	0%	-13%	?	25%	-23%
35	CC1CCCCN1C(=O)c1cc(S(=O)(=O)N2CCOCC2)ccc1Cl (stereo unspecified)	nt	-24%	nt	nt	-3%
36	CC1(C)CN(C(Cc2ccccc2)C(N)=O)C1=O (stereo unspecified)	2%	-12%	15%	3%	3%[60.1 µM]
37	CCc1nn(CCCC(=O)NC(C)c2ccccc2)c(=O)c2cc3occc3n12 (stereo unspecified)	1%&1%	-23%&-6%	9%	-13%&3%	-3%&-1%
38	CC(C)(C)c1nnc2sc(SCC(=O)N3CCc4ccccc43)nn2c1=O	-5%	0%	10%	5%	-13%
39	CC1CCN(CCCNC(=O)c2ccc(Cn3c(=S)[nH]c4ccc(Br)cc4c3=O)cc2)CC1	26%	nt	18µM*	?	nt

cpd	POLB inh	Pol iota inh	APEX1 inh	Apoferritin bind
33	1%	-2%	6%	-9%
34	4%	?	-5%	80%[activator]
35	nt	31%[activator]	3%	nt
36	-3%	11%	23%	-5%
37	46%&-1%	36%&8%[activator]	12%	-8%&-8%
38	50%	44%[activator]	10%	-11%
39	1%	nt	-3%	?
